# ARNT-TACC3 inh = disruptors of human ARNT/TACC3 interaction; AID 623870; Q9Y6A5; actives 0.66% (n = 390,000); AlphaScreen His-ARNT PAS-B/GST-TACC3 binding, luminescence; TACC3 fragment carries E629A point mutation; inhibition, % at 9.99 µM;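 active = mean inhibition of replicates at least 50% and at least half of replicates each reaching 50%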;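 also: 0% = complete ARNT plus TACC3 wells and 100% = ARNT alone without TACC3; many hits fall short of the cut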
# RAD52 anneal inh = RAD52 (human) annealing inhibition. recombinant RAD52 DNA annealing, FRET fluorescence. P43351. inhibition, % at 18.7 µM. actives 0.46% (n = 360,000);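 active = every replicate showing at least 50% inhibition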
# Target sequence (P43351 whole entry, looked up): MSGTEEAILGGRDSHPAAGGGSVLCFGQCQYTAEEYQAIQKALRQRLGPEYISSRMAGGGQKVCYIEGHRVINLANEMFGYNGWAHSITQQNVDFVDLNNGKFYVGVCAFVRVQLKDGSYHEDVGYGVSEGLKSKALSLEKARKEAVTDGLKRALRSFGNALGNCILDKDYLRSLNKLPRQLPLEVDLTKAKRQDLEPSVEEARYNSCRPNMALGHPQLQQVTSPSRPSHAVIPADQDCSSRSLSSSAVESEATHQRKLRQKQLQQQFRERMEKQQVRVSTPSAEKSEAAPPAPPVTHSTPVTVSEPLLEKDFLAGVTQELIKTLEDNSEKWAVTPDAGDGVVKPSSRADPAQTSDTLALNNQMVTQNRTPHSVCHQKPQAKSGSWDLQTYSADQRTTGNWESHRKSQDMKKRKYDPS
# esBAF inh = SWI/SNF esBAF complex inhibition; AID 602393; mouse ES cells, Bmi1-luciferase knock-in reporter, 24 h; 100% = twice the neutral-well signal; actives 2% (n = 350,000); reporter increase, % at 12.5 µM; in the data active = activation above about 40%;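 also: 0% = median of the plate's neutral control wells and 100% = double that signal; a rise in the Bmi1 reporter signal indicates esBAF inhibition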
# PglD inh = PglD (C. jejuni) enzyme inhibition. inhibition, % at 12.5 µM. purified PglD enzyme, DTNB colorimetric CoA detection. actives 0.098% (n = 360,000); in the data active = inhibition above about 16%, passing the limit was not always enough; also: strong numbers were not always called active
# E-sel inducer = E-selectin induction on HUVECs; P16581; HUVEC E-selectin immunofluorescence imaging; normalized: neutral wells 0, TNF-alpha wells 100; activation, % at 7.58 µM; actives 0.37% (n = 260,000); AID 686992;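 active = mean E-selectin-positive cell signal at least 10% of the positive control, reached in at least 60% of replicates, without over 20% cell loss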;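 also: in these data hits start at about 27%; measured in HUVEC primary endothelial cells; signal is the percent of cells scored E-selectin positive by PE staining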
#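 Test system: HUVEC; input: 3,000 HUVEC/well; measured by: immunofluorescence imaging; read-out: % PE-positive cells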
# RAD54 branch = inhibitors of human RAD54 branch migration. Q92698. actives 0.14% (n = 360,000). RAD54 Holliday junction branch migration, FAM/BHQ fluorescence. AID 602329. inhibition, % at 10.4 µM;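 active = mean normalized replicate activity at least 40 and at least half of replicates scoring 40 or more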;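 also: 0% = median of neutral control wells and 100% = median of positive control wells; inhibitors cause a drop in the FAM fluorescence signal; in these data hits start at about 50%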
# ERp5 inh = inhibitors of human ERp5 | ERp5 insulin aggregation, absorbance 650 nm, 90 min | inhibition, % at 9.99 µM | actives 0.05% (n = 350,000) | Q15084;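 active = mean replicate inhibition above about 25%, with every replicate also reaching it, limit read from the data, passing the limit was not always enough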
# Target sequence (Q15084 whole entry, looked up): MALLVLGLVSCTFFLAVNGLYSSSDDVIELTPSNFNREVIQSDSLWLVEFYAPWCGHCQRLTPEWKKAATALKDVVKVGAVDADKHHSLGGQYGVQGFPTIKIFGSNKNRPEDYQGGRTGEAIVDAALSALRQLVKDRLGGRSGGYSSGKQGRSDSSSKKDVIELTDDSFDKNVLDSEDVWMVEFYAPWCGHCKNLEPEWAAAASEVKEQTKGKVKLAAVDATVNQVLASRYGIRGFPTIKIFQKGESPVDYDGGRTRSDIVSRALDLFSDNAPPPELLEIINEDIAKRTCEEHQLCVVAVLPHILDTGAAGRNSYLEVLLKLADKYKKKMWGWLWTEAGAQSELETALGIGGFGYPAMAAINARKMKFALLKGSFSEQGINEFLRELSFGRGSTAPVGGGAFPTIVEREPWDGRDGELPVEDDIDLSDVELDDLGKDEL
# Casp6 inh = inhibitors of human caspase-6; inhibition, % at 12.5 µM; purified caspase-6, Z-VEID-R110 cleavage fluorescence; actives 0.53% (n = 350,000);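 active = mean inhibition across replicates at least about 35%, with every replicate also reaching that limit, limit read from the data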;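 also: 0% = median of neutral control wells and 100% = no fluorescence left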
# The depositor's hits bear a star; · = not tested or not shown; & = joins results of further samples.
(1) O=C(COc1ccccc1/C=C1\SC(=O)NC1=O)Nc1ccc(F)cc1
(2) O=C1CN(C(=O)COC(=O)CCSc2ccccc2Cl)c2ccccc2N1
(3) Cc1cc(C)c(CN2CCC(n3nccc3NC(=O)CCOc3ccccc3)CC2)cc1C
(4) CC(NC(=O)COC(=O)C1CCN(S(=O)(=O)c2ccccc2C(F)(F)F)CC1)c1ccccc1 (centres undefined)
(5) Cc1ccc(S(=O)(=O)N/N=C/c2ccc(C(=O)O)cc2)cc1
(6) COC(=O)CCC(=O)OC1(C)C(=O)C2=CN(C3CCCC3)C(c3ccc(OC)cc3)=CC2=C(Br)C1=O (centres undefined)
(7) COc1ccc(C(=O)Nc2cc([N+](=O)[O-])ccc2N2CCCC2)cc1
(8) CNC(=O)c1cccc(NC(=O)C(C)c2ccc3cc(OC)ccc3c2)c1 (centres undefined)
screen / no.	1	2	3	4	5	6	7	8
ARNT-TACC3 inh	-1.1	8.1	1.9	-0.5	-10.1	26.8	1.1	1.7
RAD52 anneal inh	-5.7	-19.7	-5.9	1.7	·	-21.6	-15.7	-14.9
esBAF inh	·	4.1	-22.3	·	19.9	3.5	-1.8	9.0
PglD inh	·	2.1	7.1	-4.2	2.9	1.1	9.5	0.2
E-sel inducer	·	·	-0.4	4.2	·	2.4	1.7	·
RAD54 branch	·	5.9	0.3	10.8	10.1	0.4	4.9	3.8
ERp5 inh	1.3	-6.9	0.0	0.5	·	2.8	0.2	-2.4
Casp6 inh	7.4	0.7	-3.7	-3.5	·	1.2	-4.4	1.5

(9) Cc1cnc(C)c(Nc2nc(C(N)Cc3ccc(C(F)(F)F)cc3)cs2)n1 (centres undefined)
(10) CCOCCCNC(=O)C(NC(=O)c1ccccc1O)c1ccc(C)cc1 (centres undefined)
(11) COc1ccc(CCNc2ccncn2)cc1
(12) C[C@H]1CN([C@@H](C)CO)C(=O)c2cc(NC(=O)C3CC3)ccc2O[C@@H]1CN(C)S(=O)(=O)c1ccc(F)cc1
(13) Cc1cccc(CC(=O)N2CCCC2)c1
(14) CCOC(=O)C1=C(C)NC(=O)NC1c1ccco1 (centres undefined)
(15) CCCCSc1nnc2n(CCc3ccccc3)c(=O)c3c4c(sc3n12)COC(C)(C)C4
(16) CO[C@H]1CN(C)C(=O)c2cc(NC(=O)Nc3ccccc3F)ccc2OC[C@@H](C)NC[C@H]1C
screen / no.	9	10	11	12	13	14	15	16
ARNT-TACC3 inh	·	-2.4	-10.8	·	5.0	4.3	2.8	·
RAD52 anneal inh	-41.6	-3.7	·	10.0	-15.9	-12.2	·	10.3
esBAF inh	-15.1	·	-14.2	0.2	-1.1	-6.1	1.2	2.5
PglD inh	3.5	·	3.8	1.1	-1.3	·	5.5	-0.6
E-sel inducer	-0.2	·	·	1.4	·	·	·	0.2
RAD54 branch	-3.8	·	-2.8	-4.7	8.2	·	8.0	-9.4
ERp5 inh	3.1	-4.2	·	6.1	3.3	6.3	·	0.8
Casp6 inh	12.7	-0.2	·	-0.3	-0.4	46.4*	·	·

# Compounds above with an aryl thioether with sulfur outside any ring:
(2) O=C1CN(C(=O)COC(=O)CCSc2ccccc2Cl)c2ccccc2N1
(15) CCCCSc1nnc2n(CCc3ccccc3)c(=O)c3c4c(sc3n12)COC(C)(C)C4
screen / no.	2	15
ARNT-TACC3 inh	8.1	2.8
RAD52 anneal inh	-19.7	·
esBAF inh	4.1	1.2
PglD inh	2.1	5.5
E-sel inducer	·	·
RAD54 branch	5.9	8.0
ERp5 inh	-6.9	·
Casp6 inh	0.7	·

# (further entries)
(17) CC1CCC(NC(=O)CCNS(=O)(=O)c2ccc3c(c2)CCC(=O)N3)CC1 (centres undefined)
(18) Cc1noc(C)c1NC(=O)N(C)C[C@@H]1Oc2ncc(C#CCC(C)C)cc2C(=O)N([C@H](C)CO)C[C@H]1C
(19) O=C1C=C(c2ccccc2)CCC1
(20) O=C(/C=C/Nc1ccc(S(=O)(=O)Nc2ncccn2)cc1)c1cccs1
(21) Cc1cccc(C(=O)OCC(=O)NCC2CCCO2)c1O (centres undefined)
(22) O=C(Nc1cccc(-c2cn3cccnc3n2)c1)c1ccc2c(c1)OCO2
(23) C[C@H]1CN([C@@H](C)CO)C(=O)Cc2cc(NC(=O)CCCN(C)C)ccc2O[C@@H]1CN(C)C(=O)Nc1ccc2c(c1)OCO2
(24) COc1ccc(C(C(=O)Nc2ccc3c(c2)OCCO3)n2c(=O)c(-c3cc4ccccc4[nH]3)nc3ccccc32)cc1 (centres undefined)
screen / no.	17	18	19	20	21	22	23	24
ARNT-TACC3 inh	-22.1	-1.7	0.2	-5.3	·	6.3	·	·
RAD52 anneal inh	-1.0	5.4	-13.0	-58.9	9.7	-7.0	-6.5	-15.6
esBAF inh	-4.8	-3.4	-3.4	7.4	5.8	26.9	-1.5	·
PglD inh	-1.3	-1.3	-5.6	15.4	1.7	-8.1	-2.4	·
E-sel inducer	·	-0.2	-0.2	-0.4	-0.2	·	·	0.2
RAD54 branch	-8.4	5.5	0.5	-14.3	1.6	-2.7	-10.0	·
ERp5 inh	0.3	1.2	-1.8	3.3	3.5	-0.5	-0.3	3.3
Casp6 inh	1.5	-1.8	0.2	3.1	0.5	1.9	-9.0	1.1

(25) O=C(C[C@@H]1CC[C@H]2[C@@H](COC[C@@H](O)CN2C(=O)Nc2cc(Cl)cc(Cl)c2)O1)N1CCCCC1
(26) Cc1ccc2nc(NC(=O)CNS(=O)(=O)c3ccc(Br)s3)sc2c1
(27) Cc1noc(C)c1NC(=O)Nc1ccc2c(c1)C(=O)N([C@H](C)CO)C[C@@H](C)[C@H](CN(C)C(=O)Nc1ccc(C(F)(F)F)cc1)O2
(28) CCOc1ccc(/C=N/NC(=O)CN2CCSCC2)cc1
(29) Cc1c(NC(=O)c2ccc(C(C)(C)C)cc2)cccc1[N+](=O)[O-]
(30) COc1cccc(NC(=O)C2CCC(CNS(=O)(=O)c3ccc4c(c3)CC(C)N4C(C)=O)CC2)c1 (centres undefined)
(31) C[C@@H]1CCCCO[C@@H](CN(C)C(=O)Nc2ccc(F)cc2)[C@@H](C)CN([C@@H](C)CO)C(=O)c2cc(NC(=O)CCC(F)(F)F)ccc2O1
(32) CCN(CC)C(=O)NC1CC2CCCC(C1)N2Cc1ccccc1 (centres undefined)
screen / no.	25	26	27	28	29	30	31	32
ARNT-TACC3 inh	-12.9	-6.2	-1.7	-8.6	-3.6	1.8	-5.0	-5.0
RAD52 anneal inh	4.4	·	9.0	·	-3.3	-29.7	-25.0	·
esBAF inh	-0.4	-2.0	-0.3	·	·	-40.6	-0.7	-5.9
PglD inh	-1.6	6.0	-3.0	4.1	0.1	-1.7	2.5	0.3
E-sel inducer	0.7	·	0.1	-0.1	-0.4	·	·	·
RAD54 branch	-3.4	4.1	-6.4	-2.5	-13.8	1.3	-6.7	-5.8
ERp5 inh	-6.1	·	-1.4	·	-0.5	-0.2	-0.4	·
Casp6 inh	-0.7	·	-1.1	·	-1.4	1.4	0.9	·

(33) C=CCNC(=O)c1onc(CSc2cc(C)cc(C)c2)c1C(=O)O
(34) CCCCC(C(=O)NC1CCCC1)N(C(=O)c1snc(C(N)=O)c1N)c1ccc(F)cc1 (centres undefined)
(35) O=C(C1CCCCN1S(=O)(=O)c1ccc(F)cc1)N1CCN(c2ccccc2F)CC1 (centres undefined)
(36) Cc1cc(C)cc(NC(=O)C(=O)NCC2CCCO2)c1 (centres undefined)
(37) Cc1ccc(F)c(S(=O)(=O)NC(=O)C2(C)CCN2C(=O)Cc2ccc(-c3ccccc3)cc2)c1 (centres undefined)
(38) O=C(c1ccc2c(c1)OCO2)C1CCCN(Cc2ccc3nsnc3c2)C1 (centres undefined)
(39) COc1ccc(-c2[nH]ncc2CNC(C)CCn2cccn2)c(F)c1 (centres undefined)
(40) CN1C[C@@H]2[C@H](c3ccccc31)[C@@H](CO)N2C(=O)C1CCOCC1
screen / no.	33	34	35	36	37	38	39	40
ARNT-TACC3 inh	·	-2.1	-5.5	-7.5	·	3.9	-3.0	-3.2
RAD52 anneal inh	-19.9	2.2	-7.9	-14.7	-12.1	-14.1	-5.8	-1.9
esBAF inh	-0.1	1.3	-2.7	·	3.7	1.0	-5.3	-5.1
PglD inh	-0.3	-3.7	2.2	·	4.0	12.0	-4.0	-4.3
E-sel inducer	0.1	·	-0.2	·	0.7	·	-0.1	0.3
RAD54 branch	5.9	0.7	6.3	·	0.9	1.6	-7.2	-0.6
ERp5 inh	4.9	4.7	-1.6	-9.4	10.6	2.8	-0.6	1.6
Casp6 inh	-0.4	·	-0.1	-4.6	2.9	1.1	-3.6	0.6

(41) Cn1c(=O)oc2cc(S(=O)(=O)CCC(=O)Nc3ccccc3)ccc21
(42) Cc1ccc(-n2ncc3c(NCCCN4CCOCC4)ncnc32)c(C)c1
(43) O=C1N=C(c2ccccc2)C(c2ccccc2)N1 (centres undefined)
(44) CCOc1ccc(CCNC(=O)c2cc3c(C)nccc3[nH]c2=O)cc1OCC
(45) COc1ccc(NC(=O)N(C)C[C@H]2OCCCC[C@@H](C)Oc3ccc(NS(=O)(=O)c4ccc(F)cc4)cc3C(=O)N([C@@H](C)CO)C[C@@H]2C)cc1
(46) CC(C)CC1(C)NC(=O)N(CC(=O)Nc2ccc3c(c2)OCCO3)C1=O (centres undefined)
(47) CC(=O)Nc1cccc([N+](=O)[O-])c1
(48) O=C(O)c1ccc(CNCc2ccccc2Cl)cc1
screen / no.	41	42	43	44	45	46	47	48
ARNT-TACC3 inh	-1.3	-6.2	23.3	7.5	5.3	7.5	3.1	1.0
RAD52 anneal inh	-4.5	-12.1	·	-25.0	30.0	-1.0	-26.3	·
esBAF inh	-2.5	-6.0	1.8	·	1.4	-3.4	·	-4.2
PglD inh	·	8.0	3.0	·	-1.1	-4.6	·	-13.1
E-sel inducer	0.6	-0.1	·	5.5	0.1	-0.1	2.3	·
RAD54 branch	·	6.4	-6.6	·	-1.3	5.0	·	-5.3
ERp5 inh	2.6	-0.8	·	-2.4	0.8	1.8	3.7	·
Casp6 inh	-0.7	-2.1	·	-7.3	1.5	-0.8	3.9	·

(49) c1ncc(-c2ccc(C3[C@@H]4CN(Cc5ccc6c(c5)OCO6)C[C@H]3N4)cc2)cn1 (some centres undefined)
(50) CCOCCCNC(=O)CN(c1cc([N+](=O)[O-])ccc1OC)S(C)(=O)=O
(51) COc1ccc(/C=N/N2C(C)CCCC2C)cc1OC (centres undefined)
(52) Cc1ccc(NC(=O)CN2C(=O)NC3(CCc4ccccc43)C2=O)cc1S(=O)(=O)N1CCCCC1 (centres undefined)
(53) CO[C@H]1CN(C)C(=O)c2ccc(NS(=O)(=O)c3ccccc3)cc2OC[C@H](C)N(C(=O)NC(C)C)C[C@@H]1C
(54) CCCC(=O)Nc1ccc2c(c1)OC[C@@H](C)N(Cc1nccs1)C[C@@H](C)[C@H](OC)CN(C)C2=O
(55) C=CCOC(=O)COc1ccc2c(C)c(C)c(=O)oc2c1C
(56) COc1ccccc1N1CCN(C(=O)/C=C/c2ccc3c(c2)OCO3)CC1
(57) CC(=O)Nc1c(Br)cc(N2C(=O)CCC2=O)cc1Br
(58) O=C(CCc1ccccc1)OCC(=O)c1ccc(Br)cc1
screen / no.	49	50	51	52	53	54	55	56	57	58
ARNT-TACC3 inh	·	2.3	0.9	3.0	-9.7	-8.0	·	7.9	-6.0	32.8
RAD52 anneal inh	51.2*	9.4	-16.0	0.5	-1.3	-1.6	·	·	·	10.6
esBAF inh	·	-0.9	-8.5	3.1	-0.9	-1.2	1.0	-2.6	-2.4	-0.5
PglD inh	·	·	5.1	-1.1	-3.7	-0.6	6.5	-1.3	0.3	·
E-sel inducer	0.0	0.1	0.0	·	-0.1	-0.3	-2.0	·	·	·
RAD54 branch	·	·	0.8	-21.4	2.5	0.3	-5.1	3.7	-20.2	·
ERp5 inh	-0.3&2.5	1.4	1.3	4.7	-5.3	7.5	·	·	·	-2.6
Casp6 inh	2.4&1.3	-6.5	-2.7	9.3	-1.4	-2.6	·	·	·	-2.2

# From PubChem

# Compounds as they come; 3.2% or so of the library scored in one or more.
